From PubChem BioAssay
MITF act – increases MITF-driven TRPM1 promoter luciferase signal | SK-MEL-5 TRPM1-promoter luciferase, 24 h; % of positive control, neutral wells = 0 | activation, % at 12.5 µM | 300,000 tested, 0.75% active | AID 588334;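 active means mean activation of at least 80% with every replicate also reaching 80%; inconclusive means mean reaches 80% but some replicate falls short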;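 further: 0% = neutral control wells and 100% = parthenolide positive control wells; values of inactives mirror those of a sister screen read the other way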
NSD2 inh – blocks human histone methyltransferase NSD2 | O96028 | NSD2 peptide methylation, AlphaScreen, 120 min | inhibition, % at 12.5 µM | 310,000 tested, 0.54% active | AID 743445; in the data active means inhibition above about 50%
SR-BI HDL uptake – inhibitors of mouse SR-BI mediated HDL lipid uptake; Q61009; ldlA[mSR-BI] CHO cells, DiI-HDL uptake fluorescence, 3 h; inhibition, % at 12.5 µM; 320,000 tested, 0.96% active; AID 488896;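 active means mean replicate inhibition of at least 70% and a set share of replicates each scoring 70 or more; inconclusive means meets just one of the two criteria; inactive means fails both criteria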;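 further: 0% = median of neutral control wells and 100% = median of positive control wells; values of inactives mirror those of a sister screen read the other way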
Target sequence (Q61009 whole entry, looked up): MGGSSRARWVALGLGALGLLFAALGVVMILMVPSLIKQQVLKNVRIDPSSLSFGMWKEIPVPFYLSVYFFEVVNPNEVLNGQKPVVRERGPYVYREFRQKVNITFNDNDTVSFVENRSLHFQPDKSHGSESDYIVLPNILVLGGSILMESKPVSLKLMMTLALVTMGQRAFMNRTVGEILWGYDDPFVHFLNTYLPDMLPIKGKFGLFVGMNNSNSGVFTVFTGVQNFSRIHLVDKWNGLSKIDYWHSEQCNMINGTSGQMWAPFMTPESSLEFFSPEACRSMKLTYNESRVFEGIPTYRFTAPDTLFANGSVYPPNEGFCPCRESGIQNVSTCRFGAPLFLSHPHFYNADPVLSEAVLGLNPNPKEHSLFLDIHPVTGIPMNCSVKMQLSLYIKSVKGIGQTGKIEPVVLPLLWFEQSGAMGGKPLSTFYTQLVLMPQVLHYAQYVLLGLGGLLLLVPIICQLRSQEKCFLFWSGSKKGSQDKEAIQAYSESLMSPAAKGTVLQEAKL
CAL PDZ FP-1 – blocks peptide binding to human CAL PDZ domain | Q9HD26 | purified CAL PDZ, TMR-peptide fluorescence polarization, 1 h | inhibition, % at 20 µM | 330,000 tested, 0.02% active | AID 504414;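 active means highest replicate inhibition of at least 40%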;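 further: plate controls were DMSO neutral control wells for no effect and unlabeled competitor peptide control wells for full effect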
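Material: tagged CAL PDZ protein CerCALP, purified; buffer or medium: sodium phosphate/NaCl buffer pH 7.4 with TCEP, IgG, Thesit; also added: fluorescent TMR peptide probe; schedule: 1 h incubation at room temperature before polarization reading; technique: fluorescence polarization from S- and P-plane intensities, G-factor corrected; control set: unlabelled peptide and DMSO controls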
CAL PDZ FP-2 – inhibitors of human CAL PDZ peptide binding; Q9HD26; purified CAL PDZ, TMR-peptide fluorescence polarization, 1 h; inhibition, % at 24.9 µM; 300,000 tested, 0.92% active; AID 602252;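 active means mean inhibition of at least 30% with at least half of replicates also reaching 30%; inconclusive means no clear call, values can overlap the other calls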;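 further: 0% = DMSO neutral control and 100% = excess unlabeled competitor peptide PRC23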
dFosB activator – mouse delta FosB homodimer activation. P13346. purified delta FosB, TAMRA-CDK5 oligo fluorescence polarization; percent of positive-control signal above neutral wells. activation, % at 25 µM. 340,000 tested, 0.99% active. AID 493131;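 active means mean activation above about 17%, with every replicate also reaching it, limit read from the data, passing the limit was not always enough; inconclusive means only one of the two conditions met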;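 further: fluorescence polarization rise as delta FosB binds a TAMRA Cdk5 AP-1 oligo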
Target sequence (P13346 whole entry, looked up): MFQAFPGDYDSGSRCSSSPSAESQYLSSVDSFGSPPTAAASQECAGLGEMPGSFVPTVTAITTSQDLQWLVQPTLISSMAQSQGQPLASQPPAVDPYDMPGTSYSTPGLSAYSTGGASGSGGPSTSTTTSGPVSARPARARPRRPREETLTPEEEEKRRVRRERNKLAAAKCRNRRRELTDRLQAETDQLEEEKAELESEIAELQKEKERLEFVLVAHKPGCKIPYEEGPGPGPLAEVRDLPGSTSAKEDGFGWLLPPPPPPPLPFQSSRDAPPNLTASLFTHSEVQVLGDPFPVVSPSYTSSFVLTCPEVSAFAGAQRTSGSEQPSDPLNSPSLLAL
Rtt109 Vps75 – inhibitors of Candida albicans Rtt109/Vps75 histone acetyltransferase. Q5AAJ8. purified Rtt109/Vps75, ThioGlo CoA-SH fluorescence, 4 h. inhibition, % at 34.9 µM. 330,000 tested, 0.16% active. AID 540336;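 active means inhibition of at least 50% in every replicate; inconclusive means best replicate reaches 50% inhibition but some replicates fall short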
PvdQ inh – blocks Pseudomonas aeruginosa PvdQ acylase activity | AID 488965 | inhibition, % at 10 µM | 340,000 tested, 0.063% active | purified PvdQ acylase, fluorescence plate reader; in the data active means inhibition above about 30%, passing the limit was not always enough; inconclusive means no clear call, values can overlap the other calls;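 further: 0% = vehicle neutral wells and 100% = reference inhibitor wells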
PfHsp90 set2 – reduces growth (ATP signal) of yeast expressing P. falciparum Hsp90; S. cerevisiae expressing PfHsp90, BacTiter-Glo ATP, 48 h; yeast lacking PDR1 and PDR3 efflux regulators; inhibition, % at 9.4 µM; 310,000 tested, 0.32% active;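 active means every replicate shows inhibition above about 80%, whatever the replicate mean, limit read from the data; inconclusive means mean inhibition reaches the set limit but some replicate falls short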;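 further: 0% = DMSO neutral controls and 100% = 20 µM radicicol positive controls; yeast relying on Plasmodium falciparum Hsp90 in place of its own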
SR-BI DiI-HDL act – enhances SR-BI lipid uptake from DiI-HDL. activation, % at 12.5 µM. 320,000 tested, 0.096% active. CHO ldlA[mSR-BI] cells, DiI-HDL uptake fluorescence, 3 h; 100 = double the neutral-control signal;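 active means mean replicate activation of at least 60% and every replicate at or above 60%; inconclusive means mean or all-replicate condition met, but not both; inactive means mean below 60% and not all replicates reaching 60%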;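 further: 0% = median plate neutral-control signal and 100% = twice that signal; values of inactives mirror those of a sister screen read the other way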
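System: LDL receptor-deficient CHO ldlA cells overexpressing murine SR-BI | Timing: 3 h uptake period with compound, 37 °C | Medium: HEPES-buffered (25 mM, pH 7.4) F12 plus 0.5% BSA | Dosing: Single-point compound dose | Signal: Bottom-read fluorescence, 550/595 nm | Read-out: Retained DiI signal reflecting DiI-HDL uptake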
The depositor's hits bear a star; u = inconclusive; x = not tested or not shown; + = active, no number; & = joins results of further samples. Hits appear at their usual frequency, and some 4.3% of all compounds hit somewhere here.

MITF act | PvdQ inh | dFosB activator | CAL PDZ FP-1 | SR-BI HDL uptake | SR-BI DiI-HDL act | Rtt109 Vps75 | NSD2 inh | CAL PDZ FP-2 | PfHsp90 set2 | molecule
7 | -13 | -8 | -2.8 | 48 | -48 | -4 | -4 | x | 5 | CCCn1nc(NC(=O)c2cccs2)c2cc3ccc(C)cc3nc21
100* | -14 | 1 | -0.9 | -9 | 9 | -10 | -2 | 6 | 46 | Fc1ccccc1Nc1nc2ccccc2o1
43 | 19 | 0 | -0.2 | -14 | 14 | -1 | -1 | 8 | 9 | Cn1cccc1C(=O)OCC(=O)NCCc1ccccc1
2 | -4 | -16 | -0.6 | 3 | -3 | 0 | -2 | 2 | -32 | CCc1ccc(CNC(=O)CCn2ccc3cc(S(=O)(=O)N4CCCC4)ccc32)cc1
12 | 7 | -6 | -1.9 | -14 | 14 | 3 | 3 | -4 | 0 | O=C(NCc1ccc(F)cc1)C1CCN(S(=O)(=O)c2cccnc2)CC1
-4 | -10 | -8 | -1.4 | -2 | 2 | 4 | + | 1 | -10 | O=C(O)CC(C(=O)O)N1C(=O)/C(=C/C=C/c2ccco2)SC1=S (stereo unspecified)
9 | -13 | -2 | -1.0 | 60 | -60 | 4 | 0 | 4 | -8 | Cc1cc(C)c(C(=O)COC(=O)c2cc([N+](=O)[O-])ccc2NCCO)cc1C
8 | -17 | -5 | -0.9 | -24 | 24 | 1 | -3 | 27 | 4 | CCOC(=O)CNC(=O)CSc1ccc2nnc(-c3ccc(F)cc3)n2n1
x | 2 | -1 | -1.1 | -20 | 20 | 6 | -4 | -4 | -5 | O=C(COC(=O)c1ccc(Br)o1)NCc1cccs1
3 | 6 | -7 | -1.1 | x | x | 18 | 2 | x | -15 | Cc1ccc(C)c(CN2C(=O)NC3(CCCCCC3)C2=O)c1
4 | -3 | 3 | -0.7 | 2 | -2 | -2 | -1 | 3 | 5 | Cc1[nH]c2ccccc2c1C(=O)CN1C(=O)NC(C)(c2ccc(Cl)cc2Cl)C1=O (stereo unspecified)
-1 | 3 | 6 | 1.0 | -26 | 26 | 8 | x | 1 | -3 | CC[C@@H](C)C(N)c1cn([C@@H](CCC(=O)O)C(=O)N2CCNCC2)nn1 (stereo partly specified)
1 | -5 | u | -0.6 | 37 | -37 | 2 | 1 | -4 | -18 | O=C(N/N=C/c1ccc(O)cc1)c1ccc(COc2cc(Cl)ccc2Cl)o1
x | -1 | 0 | 0.1 | -19 | 19 | 2 | 0 | -1 | 1 | Cc1[nH]n(S(=O)(=O)c2ccccc2)c(=O)c1N=Nc1cccc(Cl)c1
4 | -8 | 2 | -0.3 | -14 | 14 | -3 | 0 | -8 | -32 | Cc1sc2ncnc(SCc3ccco3)c2c1C
-28 | 1 | -23 | -2.7 | -16 | 16 | -21 | 2 | 6 | -73 | CCc1ccccc1NS(=O)(=O)c1ccc2[nH]cc(C(=O)NC3CCCC3)c(=O)c2c1
x | 6 | 3 | -0.6 | -36 | 36 | -1 | -1 | -3 | 11 | CCOc1ccc(N(CC(=O)NCc2ccc(OC)cc2)S(=O)(=O)c2c(C)noc2C)cc1
-2 | -5 | 1 | -1.1 | -1 | 1 | -17 | x | -2 | -3 | NC(=O)CC(NC(=O)Cc1cccc2ccccc12)c1ccc(NC2CCN(Cc3ccccc3)CC2)c([N+](=O)[O-])c1 (stereo unspecified)
-8 | -5 | -6 | -0.3 | 16 | -16 | 8 | x | 0 | 3 | CC(C)(C)[C@H]1COC(=O)[C@@H](Cc2ccc(F)cc2)CC/C=C/C[C@@H](CC(=O)N[C@H](CO)Cc2ccccc2)C(=O)N1
-1 | 5 | 1 | 0.3 | 6 | -6 | 7 | 0 | x | -22 | COc1ccc(CNc2nc(NC(C)=O)nn2-c2ccccc2)cc1
34 | -15 | 2 | -3.8 | 3 | -3 | 3 | -2 | 8 | -16 | COc1ccc(CNC(=O)CN(C(=O)c2csnn2)c2ccc(C(C)=O)cc2)cc1
7 | -7 | -11 | -0.2 | 3 | -3 | 6 | 1 | 6 | -35 | CCN(CC)C(=O)CSc1nc2ccccc2c(=O)n1CCC(=O)N1CCN(c2ccccc2)CC1
-4 | -3 | -3 | 0.4 | 9 | -9 | -1 | 114* | -4 | 3 | CC1(C)CCCN(C(=O)c2coc(=O)c(Br)c2)C1
-15 | -4 | -7 | -2.5 | 56 | -56 | 13 | 3 | -4 | 2 | COc1cccc(N2CCN(C(=O)CN3C(=O)NC(C)(c4ccc5ccccc5c4)C3=O)CC2)c1 (stereo unspecified)
3 | -8 | -9 | -0.6 | -8 | 8 | 5 | -2 | 17 | -3 | Cn1c(=O)c2c(nc(N/N=C/c3ccco3)n2C)n(C)c1=O
0 | -1 | -2 | 0.3 | 19 | x | 9 | 3 | -5 | -1 | COc1ccc(N2CCN(C(=O)COc3cccc4ccccc34)CC2)cc1
-2 | -20 | -5 | 0.8 | 52 | -52 | 7 | -4 | -3 | 9 | COc1ccc(Cl)cc1NC(=O)CN(C)C1CCCCC1
2 | -12 | -6 | -0.4 | -24 | 24 | 6 | x | 0 | -7 | CNc1ccccc1C(=O)OC
-6 | -10 | -4 | -0.8 | 4 | -4 | 5 | 1 | 3 | x | CCCSC1=C(C#N)C(c2ccccc2C)C(C(=O)OC)C(=O)N1 (stereo unspecified)
7 | 4 | 2 | -0.4 | x | x | 0 | x | -1 | 5 | CN(C)c1ccc(/C=N/NC(=O)c2cc(=O)[nH]c3ccccc23)cc1

Going on with the list.
MITF act | PvdQ inh | dFosB activator | CAL PDZ FP-1 | SR-BI HDL uptake | SR-BI DiI-HDL act | Rtt109 Vps75 | NSD2 inh | CAL PDZ FP-2 | PfHsp90 set2 | molecule
5 | -9 | -3 | -0.3 | 5 | -5 | 3 | 44 | 0 | -25 | COc1cc(/C=C2\C(=O)N(CCC#N)N=C2C)ccc1OCC(=O)Nc1ccccc1
8 | -7 | -2 | -1.5 | -22 | 22 | -1 | -3 | -1 | x | Cc1ccc(S(=O)(=O)CCC(=O)OCC(=O)N(Cc2ccccc2)C(C)C)cc1
20&12 | -7&-10 | 3&-3 | -0.1&-1.2 | -8&2 | 8&17 | -3&2 | x | 3&-1 | -10&9 | C[C@]12CCC(=O)C=C1CC[C@@H]1[C@@H]2[C@@H](O)C[C@@]2(C)[C@H]1CC[C@]2(O)C(=O)COC(=O)CCC(=O)O
3 | -15 | 3 | 0.2 | -24 | 24 | 4 | -1 | 0 | x | NC(=O)CSc1nnnn1-c1ccc(OC(F)(F)F)cc1
x | -13 | u | -1.2 | 33 | -33 | 1 | x | -2 | x | CCCCCn1c(=O)[nH]c2cc(C(=O)NCCc3ccc(OC)c(OC)c3)ccc2c1=O
5 | -1 | 2 | -2.5 | -9 | 9 | -1 | 3 | 0 | 4 | Cc1ccc(C(=O)N2CCC(n3nccc3NC(=O)Nc3cccc(F)c3)CC2)cn1
-1 | 12 | -10 | -0.3 | -2 | 2 | 24 | x | x | -11 | Cc1cccnc1CCNCc1c(C(=O)N2C[C@@H](C)O[C@@H](C)C2)nc2ccc(Cl)cn12
0 | -3 | 4 | 0.8 | -20 | 20 | 3 | x | 1 | -17 | COc1cc2cc(Oc3ccc4ccc(=O)oc4c3)c(=O)oc2cc1OC(C)=O
7 | -3 | 3 | -2.0 | -9 | 9 | x | -3 | -5 | -19 | O=C(CN(C(=O)C1COc2ccccc2O1)c1ccccc1)NCC1CCCO1 (stereo unspecified)
7 | 6 | 1 | -2.9 | 16 | -16 | 2 | 2 | 2 | -9 | CCN(C(=O)CSc1nc(-c2ccccc2)cn1N)c1c(N)n(Cc2ccccc2)c(=O)[nH]c1=O
-13 | 4 | -2 | -0.6 | -17 | 17 | 1 | 1 | -2 | 1 | COc1ccc(C(=O)NC(Cc2c[nH]c3ccccc23)C(=O)O)cc1 (stereo unspecified)
14 | -10 | -20 | -2.7 | 2 | -2 | 0 | 0 | 1 | 22 | COc1ccc(C(=O)OCc2nnc(-c3ccccc3)o2)cc1S(=O)(=O)N1CCOCC1
-2 | 4 | -1 | -0.8 | -17 | 17 | -6 | 1 | -1 | -3 | COc1cccc2cc(C(C)=O)oc12
9 | 1 | -1 | 0.0 | -17 | 17 | 6 | x | -3 | -11 | CC1CCCN(C(=O)CSc2nc3ncccc3[nH]2)C1 (stereo unspecified)

Sorted by count of non-hydrogen atoms (falling): 9 of the compounds above.
MITF act | PvdQ inh | dFosB activator | CAL PDZ FP-1 | SR-BI HDL uptake | SR-BI DiI-HDL act | Rtt109 Vps75 | NSD2 inh | CAL PDZ FP-2 | PfHsp90 set2 | molecule
7 | 6 | 1 | -2.9 | 16 | -16 | 2 | 2 | 2 | -9 | CCN(C(=O)CSc1nc(-c2ccccc2)cn1N)c1c(N)n(Cc2ccccc2)c(=O)[nH]c1=O
20&12 | -7&-10 | 3&-3 | -0.1&-1.2 | -8&2 | 8&17 | -3&2 | x | 3&-1 | -10&9 | C[C@]12CCC(=O)C=C1CC[C@@H]1[C@@H]2[C@@H](O)C[C@@]2(C)[C@H]1CC[C@]2(O)C(=O)COC(=O)CCC(=O)O
14 | -10 | -20 | -2.7 | 2 | -2 | 0 | 0 | 1 | 22 | COc1ccc(C(=O)OCc2nnc(-c3ccccc3)o2)cc1S(=O)(=O)N1CCOCC1
5 | -9 | -3 | -0.3 | 5 | -5 | 3 | 44 | 0 | -25 | COc1cc(/C=C2\C(=O)N(CCC#N)N=C2C)ccc1OCC(=O)Nc1ccccc1
8 | -7 | -2 | -1.5 | -22 | 22 | -1 | -3 | -1 | x | Cc1ccc(S(=O)(=O)CCC(=O)OCC(=O)N(Cc2ccccc2)C(C)C)cc1
-13 | 4 | -2 | -0.6 | -17 | 17 | 1 | 1 | -2 | 1 | COc1ccc(C(=O)NC(Cc2c[nH]c3ccccc23)C(=O)O)cc1 (stereo unspecified)
3 | -15 | 3 | 0.2 | -24 | 24 | 4 | -1 | 0 | x | NC(=O)CSc1nnnn1-c1ccc(OC(F)(F)F)cc1
9 | 1 | -1 | 0.0 | -17 | 17 | 6 | x | -3 | -11 | CC1CCCN(C(=O)CSc2nc3ncccc3[nH]2)C1 (stereo unspecified)
-2 | 4 | -1 | -0.8 | -17 | 17 | -6 | 1 | -1 | -3 | COc1cccc2cc(C(C)=O)oc12
